High-throughput results: PubChem BioAssay, Sanford-Burnham Center for Chemical Genomics
APOBEC3G inh: inhibitors of human APOBEC3G DNA deaminase. recombinant A3G, ssDNA deamination FAM/TAMRA fluorescence. Q9HC16. inhibition, % at 20 µM. hit rate 0.28% among 330,000;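 active = inhibition of at least 40% at 20 µM, with no more than 30% in the related APOBEC3A deaminase screen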;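 also: plate controls were DMSO wells with A3G for no effect and wells lacking A3G enzyme for full effect; some compounds called inactive have numbers as strong as hits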
mIAP act: mouse IAP activation. activation factor at 10 µM. muIAP, CDP-Star luminescence, 30 min; stronger effect = higher value; 1 = vehicle-only enzyme signal, 0 = enzyme-free wells. hit rate 0.24% among 330,000;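 active = activation factor of at least 2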; also: the source names both 10 and 20 µM as test concentration; values of inactives mirror those of a sister screen read the other way
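System: mouse IAP enzyme. Reagent: CDP-Star chemiluminescent phosphatase substrate. Benchmarks: DMSO wells, no-enzyme wells. Times: 30 min enzyme-substrate-compound incubation at room temperature. Detection: luminescence from enzymatic CDP-Star hydrolysis. Doses: test compounds delivered from DMSO solution.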
A3A deaminase: inhibitors of human APOBEC3A DNA deaminase. P31941. recombinant A3A, FAM/TAMRA ssDNA deamination fluorescence. inhibition, % at 20 µM. hit rate 0.41% among 330,000. AID 493011;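 active = at least 40% inhibition at 20 µM here, with at most 30% in a related deaminase screen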;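 also: plate controls were A3A with DMSO for no effect and wells lacking A3A enzyme for full effect; some results filed as inactive read as strong as hits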
Target sequence (P31941 whole entry, looked up): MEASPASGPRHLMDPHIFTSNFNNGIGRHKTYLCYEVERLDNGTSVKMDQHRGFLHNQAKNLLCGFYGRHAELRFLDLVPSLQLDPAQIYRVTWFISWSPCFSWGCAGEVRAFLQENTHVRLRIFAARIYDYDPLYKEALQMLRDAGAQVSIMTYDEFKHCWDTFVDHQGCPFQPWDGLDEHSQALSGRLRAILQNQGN
mIAP block: blocks mouse intestinal alkaline phosphatase | hit rate 0.2% among 330,000 | inhibition, % at 10 µM | purified mouse IAP, CDP-Star luminescence, 30 min;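 active = inhibition of at least 40% at 10 µM in the primary screen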;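 also: plate controls were DMSO with enzyme for no effect and no enzyme wells for full effect; values of inactives mirror those of a sister screen read the other way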
MPTP block: permeability transition pore inhibition | isolated mouse mitochondria, Ca2+ swelling absorbance, 30 min | inhibition, % at 10 µM | hit rate 1.4% among 360,000 | AID 602449;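 active = inhibition of 50% or more, scaled per plate between neutral and stimulator controls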;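 also: 0% = DMSO wells given calcium and 100% = 1 mM EGTA wells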
hIAP activ: human IAP activation. P09923. purified human IAP, CDP-Star luminescence, 30 min; stronger effect = higher value; 1 = vehicle-only enzyme, 0 = enzyme-free background. activation factor at 10 µM. hit rate 0.16% among 330,000;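 active = activation factor of the enzyme at least 2-fold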; also: the source names both 10 and 20 µM as test concentration; values of inactives mirror those of a sister screen read the other way
Target sequence (P09923 whole entry, looked up): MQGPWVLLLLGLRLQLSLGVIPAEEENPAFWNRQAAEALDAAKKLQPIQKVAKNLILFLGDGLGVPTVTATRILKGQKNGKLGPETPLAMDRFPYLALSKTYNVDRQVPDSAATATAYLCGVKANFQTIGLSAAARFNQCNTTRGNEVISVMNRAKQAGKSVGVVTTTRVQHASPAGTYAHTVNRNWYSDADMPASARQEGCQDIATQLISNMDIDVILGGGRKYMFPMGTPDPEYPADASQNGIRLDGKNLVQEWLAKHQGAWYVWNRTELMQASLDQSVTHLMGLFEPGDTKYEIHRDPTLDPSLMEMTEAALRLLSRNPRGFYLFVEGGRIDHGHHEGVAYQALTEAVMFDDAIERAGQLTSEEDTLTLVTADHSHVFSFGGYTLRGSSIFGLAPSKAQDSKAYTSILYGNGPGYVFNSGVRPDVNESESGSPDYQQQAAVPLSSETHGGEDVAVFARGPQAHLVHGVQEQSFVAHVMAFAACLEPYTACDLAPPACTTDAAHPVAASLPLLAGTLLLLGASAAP
hIAP inh: human IAP inhibition | inhibition, % at 10 µM | AID 2544 | hit rate 0.12% among 330,000 | purified IAP, CDP-Star luminescence, 30 min;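 active = inhibition reaching a set limit with compound at 10 µM in the primary screen, cut at about 35% in these data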;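 also: plate controls were DMSO wells with enzyme for no effect and no-enzyme buffer wells for full effect; values of inactives mirror those of a sister screen read the other way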
beta cell repl: induces beta-cell replication in MIN6 cells; proliferation, % at 10 µM; hit rate 0.29% among 330,000; MIN6 cells proliferation, ATPlite luminescence, 48 h; cells starved in 0.2% serum; 100% = growth in 10% serum; AID 2380;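 active = compounds whose signal lies at least 3.5 SD above the mean of all wells on their plate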;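 also: 0% = DMSO-treated cells in low-serum medium and 100% = 10% serum control; some compounds called inactive have numbers as strong as hits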
GRIN3A LBD mod: NR3A (human) ligand-binding domain modulation | hit rate 2.5% among 340,000 | NR3A LBD differential scanning fluorimetry, Tm shift; 0% = protein alone, 100% = glycine-bound protein | Tm shift relative to glycine control, % at 25 µM | AID 1259313;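 active = melting temperature shift of at least 10% of the positive control shift, at one fixed dose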
An asterisk follows results filed as active; . = not tested or not shown; & = joins results of further samples. Compounds were not picked by outcome (roughly 5% active in at least one column).

SMILES	APOBEC3G inh	mIAP act	A3A deaminase	mIAP block	MPTP block	hIAP activ	hIAP inh	beta cell repl	GRIN3A LBD mod
Cc1cc(C(=O)NNc2ccc(C(C)C)cc2)n(C(C)(C)C)n1	5	1	2	0	1.2	1.2	-24	-4	1
O=C(CN1C(=O)C2C3C=CC(C3)C2C1=O)N1CCc2ccccc2C1 (stereo not given)	-2	1	-1	-3	-2.3	0.98	2	-3	-3
O=C(Nc1cc(C(F)(F)F)ccc1N1CCOCC1)C1CCCO1 (stereo not given)	-7	0.99	-2	1	0.2	0.91	9	-3	-4
Cc1ccc2c(c1C)NC(C(=O)O)C1CC=CC21 (stereo not given)	85	0.76	96	24	4.7	1.1	-13	0	2
CCn1cc(S(=O)(=O)Nc2cc(F)ccc2C)cn1	8	1.1	-3	-13	4.3	1.2	-16	-1	-2
Cc1c(Cl)cccc1NC(=O)CCC(=O)NNC(=O)c1ccco1	-6	0.85	2	15	0.1	0.89	11	-4	3
COc1ccccc1NC(=O)c1cc[n+]([O-])cc1	-4	1.1	-7	-12	9.4	1.1	-6	-1	1
CCN1CCSc2ccc(C(=O)NCc3ccccc3F)cc21	-11	1.1	-3	-11	-1.4	0.96	4	1	5
CCCC(=O)Nc1c(-c2ccccc2)c(=O)c(C)nn1-c1ccc(C)cc1	-4	0.99	-1	1	-0.2	1.2	-22	0	0
Cc1cc(C)c(OCCNC(=O)c2ccccc2Sc2ccccc2C#N)c(C)c1	4	0.93	3	7	14	1.2	-15	-6	-11
O=C1SC(SCc2ccccc2)=N/C1=C\c1ccc(C(=O)O)cc1	-8	0.88	-3	12	0.1	0.88	12	0	-2
O=C(O)Cn1c(O)c(C=Nc2ccccc2)sc1=S	1&-3	0.93&0.96	1&-3	7&4	-0.7&-0.2	0.95&0.85	5&15	1&-2	1&-2
Fc1cccc(CCN2C(=S)NC[C@@H]2CC2CCCCC2)c1	5	1.1	3	-6	-0.4	0.86	14	-8	3
O=C(Nc1ccc(N2CCN(C(=O)c3ccco3)CC2)cc1)c1ccc(Br)cc1	-2	0.95	-4	5	-1.0	0.99	1	1	2
O=C1CC[C@@H](CN(Cc2ccccn2)Cc2nc(Cc3cccc(C(F)(F)F)c3)no2)N1	-5	1.2	1	-21	1.1	1.1	-6	-1	-1
COc1cccc(CC(NC(C)=O)C(=O)NC2CCN(S(=O)(=O)c3ccc(C)cc3)CC2)c1OC (stereo not given)	-7	0.96	-3	4	0.1	0.81	19	7	1
Cn1c(=O)c2c(ncn2CC(=O)OCC(=O)Nc2cc(Cl)ccc2C#N)n(C)c1=O	-3	1	1	-4	1.6	0.94	6	2	-3
COc1ccc2cc(C(=O)NCC3CCCO3)[nH]c2c1 (stereo not given)	-8	1	-4	-4	-0.8	1	-1	-3	1
CCC1CCCCN1CCNC(=O)c1[nH]c(C)c(C(C)=O)c1C (stereo not given)	-4	0.96	-5	4	-0.6	0.77	23	-3	0
CCOc1ccc(S(=O)(=O)N(C)CC(=O)NCc2ccccn2)cc1	-8	1	-4	-1	-0.3	0.98	2	-2	2
CCCCS(=O)(=O)CC(COc1ccccc1)OC(=O)c1ccccc1 (stereo not given)	-3	1	-2	0	-0.7	0.68	32	-2	14*
CN1CCN(S(=O)(=O)c2cccc(C(=O)NCCOc3ccccc3)c2)CC1	-8	1	-1	0	0.5	1.2	-16	1	0
COc1cc(/C=N/N2C(C)CCCC2C)cc(OC)c1O (stereo not given)	8	1.1	0	-13	-0.9	0.82	18	-4	3
CCCc1nc2ccc(NC(=O)c3cccs3)cc2c(=O)n1Cc1ccc(Cl)cc1	1	0.96	3	4	6.7	0.9	10	-6	5
COc1ccccc1C1/C(=C(\O)c2ccc3c(c2)OCCO3)C(=O)C(=O)N1CCCn1ccnc1 (stereo not given)	4	1.2	-5	-18	-1.2	1.2	-16	1	-1
O=C(NCCCO)NC(=S)c1cccc2ccccc12	-8	1.1	-3	-10	-0.7	1	-1	0	0
CC(C)(C)NC(=O)C1CCC(CNS(=O)(=O)c2cccc3nsnc23)CC1 (stereo not given)	-5	0.88	-2	12	0.3	0.82	18	0	10*
CCOC(=O)c1c(C)[nH]c(C=O)c1Cc1cccc(Cl)c1	-2	0.91	1	9	2.2	0.95	5	0	-13
c1ccc(-c2nc(N3CCCC3)nc3ccccc23)cc1	-1	1.3	1	-33	-1.0	1.2	-24	-1	-3
CN(CC(=O)Nc1ccc(S(=O)(=O)N2CCCC2)cc1)CC(=O)Nc1ccc(F)c(F)c1F	-9	1.1	4	-14	-0.1	1.4	-43	-1	0
O=C1CCCc2nc(N3CCN(C(c4ccccc4)c4ccccc4)CC3)ncc21	-4	1.1	-5	-6	0.4	1.2	-22	-6	0
O=c1cc(N2CCCCC2)c(-c2ccccc2)nn1Cc1ccc(Cl)cc1Cl	-4	0.88	-2	12	2.7	0.98	2	-4	1
COc1cccc(N=CC=C2OC(C)(C)C(C)(C)O2)c1	-4	1	-3	-1	1.2	0.98	2	-2	0
O=C(COc1ncnc2ccccc12)NC1CCS(=O)(=O)C1 (stereo not given)	-1	1.1	2	-8	-0.4	0.97	3	0	2
CCCn1c(SCC(=O)N2CCN(S(=O)(=O)c3ccc(Cl)cc3)CC2)n[nH]c1=O	-2	0.98	1	2	4.4	1.2	-18	2	2
O=C(c1ccco1)N1CCN(c2ncnc3c2[nH]c2ccccc23)CC1	-3	0.92	3	8	.	0.93	7	-1	.
Cc1ccc(/C=C(\NC(=O)c2ccc(C)cc2)c2nc(=S)[nH][nH]2)cc1	-6	0.7	-4	30	4.3	1.2	-17	-4	-3
Cc1cc(NC(=O)COc2ccc(C(C)(C)C)cc2)no1	-6	0.92	0	8	-1.6	0.92	8	0	-2
Cc1ccc(NC(=O)CN2CCCC2)cc1	-4	1.1	-3	-6	-1.7	0.97	3	-2	1
CCOc1ccc(OCCCC(=O)NCCOc2ccccc2OC)cc1	-4	0.94	1	6	0.4	0.96	4	1	0
CCCCn1c(=O)c(C(C)=O)c(O)c2ccccc21	-10	0.97	3	2	-1.3	0.99	1	-1	3
CCCCn1c(N)c(N(CCOC)C(=O)CCNC(=O)c2ccc(Cl)cc2)c(=O)[nH]c1=O	-7	0.93	8	8	0.7	1.1	-14	4	-1
O=C(COC(=O)/C=C/c1ccccc1)NNC(=O)c1ccccc1F	-13	0.91	-6	9	-1.3	1	-5	0	0
Cc1c(Cl)cccc1NC(=S)N1CCN(C(=O)c2ccco2)CC1	-9	0.94	-3	6	-0.5	1	-1	-2	-1
Cc1cc(F)ccc1S(=O)(=O)N1CCCCC1CCNC(=O)C(=O)NCCN1CCOCC1 (stereo not given)	-8	1	-2	-1	0.3	1	-3	-1	-5
N#C/C(=C\c1c(N2CCCCCC2)nc2ccccn2c1=O)C(N)=O	-7	0.92	-3	8	1.8	0.94	6	-5	-1
O=[N+]([O-])c1ccc(CN2CCN(c3ncccn3)CC2)cc1	-2	1	-3	-1	0.4	0.84	16	-1	-2
CCCN(CCC)CCNC(=O)CCC(=O)Nc1ccc2nc(N3CCN(C)CC3)cc(C)c2c1	-7	1	0	-3	1.6	0.84	16	-2	0
CC(C)[C@H](NC(=O)c1ccccc1F)C(=O)OCC(=O)Nc1sccc1C(N)=O	-1	0.95	4	5	-1.8	1	0	0	2
COCCn1nnnc1C(c1cc2cc(OC)ccc2[nH]c1=O)N1CCC(Cc2ccccc2)CC1 (stereo not given)	-8	0.9	-6	10	-0.2	1	-3	-4	-1
CC(C)NCC(O)COC1C2CC3CC(C2)CC1C3 (stereo not given)	-3	1	-2	-1	-0.4	1.2	-16	-1	-1
CN(CCCC1CCCC1)C(=O)c1cc(COc2ccc(F)c(F)c2)on1	-2	0.96	-4	4	2.6	0.94	6	-7	-5
Cc1cc(S(=O)(=O)NCCCN2CCOCC2)c(C)cc1Cl	-10	0.99	0	1	0.5	1.1	-10	-2	4
CCN(CC)S(=O)(=O)c1cc(C(=O)n2cccn2)c(Cl)cc1Cl	4	1.1	3	-8	0.1	0.99	1	-2	2
COc1ccc(CNC(=O)C(=O)NCC2OCCN2S(=O)(=O)c2ccc(F)cc2)cc1 (stereo not given)	-2	0.89	1	11	-0.9	1	0	-3	1
CCN1CCCC1CNC(=O)C1c2ccccc2C(=O)N(CCOC)C1c1ccc(F)cc1 (stereo not given)	2	1	3	-2	-1.8	0.97	3	-2	-4
CCN(Cc1ccc(O)cc1)CC1CCCN(CCc2cccc(F)c2)C1 (stereo not given)	-6	1.1	-8	-8	0.6	1.1	-10	-3	0
CC(=O)c1ccc(S(=O)(=O)NC2CC(=O)N(c3ccc4c(c3)OCCO4)C2)cc1 (stereo not given)	-9	1	-1	0	1.5	1	-2	-2	15*
O=C(c1ccncc1)N1CCN(S(=O)(=O)c2ccccc2Br)CC1	-7	0.92	-4	8	-1.2	0.93	7	-1	0
Cc1ccc(S(=O)(=O)N2CCSC2=Nc2ccccc2)cc1	-6	1	-2	0	.	1.2	-19	3	.

Next part, starting with the last three of the part before.
SMILES	APOBEC3G inh	mIAP act	A3A deaminase	mIAP block	MPTP block	hIAP activ	hIAP inh	beta cell repl	GRIN3A LBD mod
CC(=O)c1ccc(S(=O)(=O)NC2CC(=O)N(c3ccc4c(c3)OCCO4)C2)cc1 (stereo not given)	-9	1	-1	0	1.5	1	-2	-2	15*
O=C(c1ccncc1)N1CCN(S(=O)(=O)c2ccccc2Br)CC1	-7	0.92	-4	8	-1.2	0.93	7	-1	0
Cc1ccc(S(=O)(=O)N2CCSC2=Nc2ccccc2)cc1	-6	1	-2	0	.	1.2	-19	3	.
CC(Oc1ccccc1)C(=O)Nc1ccc(S(=O)(=O)Nc2nccs2)cc1 (stereo not given)	-5	1.1	1	-10	0.0	1	-3	5	0
Cc1ccc(C(=O)NNC(=S)NC(=O)COc2ccccc2)cc1	53*	0.89	-4	11	28	1.2	-15	-3	-11
CCCN(CC(=O)Nc1ccccc1C)C(=O)c1ccc(-c2ccc(C(C)=O)cc2)o1	-2	1	2	-2	0.0	1.1	-11	-6	2
CCOc1ccc(/C=N/NC(=O)C2CCCC2)c(OCC)c1	0	0.97	8	2	0.4	0.91	10	0	1
COc1ccc(/C=N/N(Cc2ccccc2)c2ccccc2)cc1O	-10	1	-8	0	6.1	0.94	6	-7	0
CSC1=NCCN1C(=O)Cc1cccs1	-6	0.95	0	5	-1.3	1.1	-7	3	-2
CC1CCC2(CC1)C(Nc1cccc(Cl)c1)=NC(=S)N2CC#N (stereo not given)	1	1.1	3	-10	0.6	1.1	-9	-3	-15
Cc1ccc(C(=O)N/C(=C\c2cn(C)c3ccccc23)C(=O)NCCN2CCOCC2)cc1	-4	0.96	-3	4	0.4	0.98	2	3	0
Cc1cc(C)c(NC(=O)CN2CCN(c3ccccn3)CC2)c(C)c1	-1	0.99	-4	1	0.1	1.1	-14	-3	1
Cc1nnc(SCCCN2C(=O)c3ccccc3C2=O)o1	-4	1	-5	-4	1.2	1.2	-17	-1	2
CC(C)NC(=O)CSc1ncccc1-c1nc2ccccc2[nH]1	-8	0.94	0	6	3.3	0.93	7	-2	-1
COc1ccc(OC)c(CC(=O)Nc2cc(S(=O)(=O)N3CCCCC3)ccc2C)c1	-9	1	-6	-2	-1.4	1.1	-10	-1	1
CCSc1nnc(NC(=O)c2cccnc2Cl)s1	-2	1.1	-6	-8	-0.5	1.1	-10	-3	0
